USP2a inhib: blocks human ubiquitin-specific protease USP2a; O75604; USP2a enzymatic assay, qHTS inhibition; Potency, µM (doses to about 38.3 µM), inactives show top-dose activity change, negative = inhibition, most hits filed as inhibitors; 60,000 compounds, 0.1% hits; AID 927;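 note: potency is the fitted concentration of half-maximal effect; nearly all actives have a fitted effect of over 60% in size; plate controls were DMSO for no effect and NEM full inhibition control for full effect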
Target sequence (O75604 whole entry, looked up): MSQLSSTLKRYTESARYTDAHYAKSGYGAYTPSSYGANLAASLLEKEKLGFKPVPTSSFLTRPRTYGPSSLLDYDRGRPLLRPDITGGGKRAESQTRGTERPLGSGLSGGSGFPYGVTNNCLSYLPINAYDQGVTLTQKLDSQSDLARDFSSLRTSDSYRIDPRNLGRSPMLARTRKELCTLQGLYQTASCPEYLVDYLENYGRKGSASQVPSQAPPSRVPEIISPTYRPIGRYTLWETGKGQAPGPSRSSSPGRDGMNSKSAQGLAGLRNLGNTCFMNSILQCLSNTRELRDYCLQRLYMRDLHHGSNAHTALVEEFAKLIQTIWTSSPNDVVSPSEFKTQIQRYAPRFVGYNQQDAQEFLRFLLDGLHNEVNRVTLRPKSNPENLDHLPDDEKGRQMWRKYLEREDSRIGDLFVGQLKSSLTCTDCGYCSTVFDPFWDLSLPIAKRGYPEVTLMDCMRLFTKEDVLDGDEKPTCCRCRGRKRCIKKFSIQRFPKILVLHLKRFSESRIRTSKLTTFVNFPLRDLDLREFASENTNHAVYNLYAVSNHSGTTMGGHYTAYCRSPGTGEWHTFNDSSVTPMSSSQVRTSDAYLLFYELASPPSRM
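20 nM USP2 core + cpd, 30 min RT; add 20 nM Ub-PLA2/20 uM NBD C6-HPC; read Ex460/Em535 at 0 h and 2.5 h. Normalized to NEM; qHTS curve fit/classification.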
BRCT PPI green: BRCA1 BRCT-phosphoprotein interaction inhibition | BRCA1 BRCT-phosphopeptide binding, green fluorescence polarization | Potency, µM (doses to about 76.9 µM), for the others: at the highest dose activity change, negative = inhibition, actives largely listed as inhibitors | 75,000 compounds, 0.05% hits | AID 875;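 note: potency is the fitted concentration of half-maximal effect; plate controls were peptide without protein for full effect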
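Fluorescence polarization: His-tagged BRCT (~35 kDa BRCA1 C-terminus, 250 nM) bound to 100 nM fluorescein-labeled phosphorylated 10-aa BACH1 peptide, pH 7.3 phosphate buffer with DTT and Tween 20. Compounds incubated 12 min at room temperature; inhibition read as lowered polarization.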
HEK293 cAMP ctrl: counter-screen for TSHR agonists: cAMP increase in parental HEK293; parental HEK293 CNG cAMP sensor, membrane potential fluorescence; 73,000 compounds, 2.5% hits; Potency, µM (highest dose often 57.1 µM), for the others: at the highest dose activation, most hits filed as activators; note: potency is the fitted concentration of half-maximal effect; % of control where 0% means no effect; nearly all actives have a fitted effect of over 55% in size
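Parental HEK 293 cells stably expressing a cAMP-gated CNG channel were loaded with membrane potential dye containing 100 uM RO 20-1724 for 60 min. Compound added for 30 min; depolarization read as fluorescence intensity at 590 nm.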
A350 fluor: compound fluoresces in the Alexa 350 spectral region; 59,000 compounds, 11% hits; max dye-equivalent concentration, M; Compound autofluorescence, 340/450 nm, Alexa 350 dye-equivalents; active compounds read high; in the data active = max dye-equivalent concentration above about 10 nM; inconclusive = mostly about 1.1 nM to 9.6 nM
Caspase-1 inhib: blocks human caspase-1 allosterically or competitively | P29466 | Caspase-1 enzyme, Ac-WEHD-AFC fluorogenic rate | Potency, µM (highest dose often 57.5 µM), inactives show top-dose activity change, negative = inhibition, most hits filed as inhibitors | 75,000 compounds, 0.03% hits | AID 900;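 note: potency is the fitted concentration of half-maximal effect; plate controls were vehicle for no effect and no substrate for full effect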
Target sequence (P29466 120-297 limits assumed): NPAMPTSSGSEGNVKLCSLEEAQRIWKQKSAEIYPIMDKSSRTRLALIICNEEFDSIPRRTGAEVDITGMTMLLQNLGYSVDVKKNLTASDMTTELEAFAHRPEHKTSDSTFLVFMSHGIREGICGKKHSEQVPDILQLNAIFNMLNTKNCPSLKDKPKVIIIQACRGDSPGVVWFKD
Target sequence (P29466 317-404 limits assumed): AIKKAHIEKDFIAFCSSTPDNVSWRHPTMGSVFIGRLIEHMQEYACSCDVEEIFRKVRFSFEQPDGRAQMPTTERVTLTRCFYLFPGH
Caspase-7 inhib: caspase-7 (human) inhibition, allosteric or competitive; P55210; recombinant caspase-7, Ac-DEVD-AFC fluorescence rate; Potency, µM (titrated, usually from 57.5 µM), for inactives: top-dose activity change, negative = inhibition, most hits filed as inhibitors; 75,000 compounds, 0.02% hits; active = well fitted inhibition curve with a large enough effect in the main read-out, with a control signal flat, not every such curve was filed as active; inconclusive = small, poorly fitted or top-dose-only effect, or a change in a side signal; note: potency is the fitted concentration of half-maximal effect; % of control where 0% means no effect
BRCT inh red: disrupts BRCA1 BRCT binding to phosphoprotein, red fluorophore readout. BRCT-phosphopeptide binding, red fluorescence polarization. Potency, µM (highest dose often 76.9 µM), without a hit: at the top dose activity change, negative = inhibition, usual class: inhibitors. 75,000 compounds, 0.03% hits; note: % is set by controls: 0 for no effect and ±100 for the full control effect
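Fluorescence polarization: 100 nM His-tagged BRCA1 BRCT with 100 nM TAMRA-labelled phospho-BACH1 decapeptide, phosphate buffer pH 7.3 with 150 mM NaCl, DTT, 0.01% Tween 20; 12 min RT. Binding inhibition seen as FP decrease.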
Fluorescein autfl: compound fluoresces in the fluorescein spectral region; 59,000 compounds, 0.91% hits; AID 593; max fluorescein-equivalent concentration, M; Compound autofluorescence, 480/540 nm, fluorescein-equivalent; active compounds read high; in the data active = max fluorescein-equivalent concentration above about 10 nM; inconclusive = between about 1.1 nM and that limit
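Each compound is tested across a concentration series in 100 mM Tris buffer at pH 8.0. After 15 min at room temperature, plates are imaged with 480 nm excitation and 540 nm emission filters, and intensities are converted to fluorescein-equivalent values.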
Epigenetic mod: epigenetic GFP locus derepression in mouse cells | mouse C127i GFP locus derepression, cytometry, 30 h | Potency, µM (doses to about 46.1 µM), for the others: at the top dose GFP derepression (activation) | 68,000 compounds, 0.09% hits; note: % of control where 0% means no effect
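Derepression screen: silenced CMV-GFP reporter in murine C127i cells, 30 h compound incubation at 37 C, washed cells imaged by laser-scanning cytometer to enumerate GFP-expressing objects of 20 to 120 um.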
UbGFP stabilizer: inhibits proteasome, raising ubiquitin-GFP reporter fluorescence; Ubiquitin-GFP reporter cells, proteasome inhibition, GFP fluorescence; response scale: untreated = 0%, 10 µM MG-132 = 100%; Potency, µM (doses to about 45.9 µM), without a hit: at the highest dose activation (GFP accumulation), hits mostly activators; 67,000 tested, under 10 active; AID 526; active = well fitted activation curve with a large enough effect, not every such curve was filed as active; inconclusive = small, poorly fitted or top-dose-only effect, or another doubt; inactive = no such curve, though single readings can be large or run the other way; note: potency is the fitted concentration of half-maximal effect
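Proteasome blockade was scored as a rise in GFP-expressing U2OS cells carrying a ubiquitin(G76V)-GFP construct, imaged after 4 hr compound treatment at 37 °C across a 46 uM–2.9 nM series.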
4MU fluor: 4-MU region autofluorescence | 59,000 compounds, 11% hits | compound autofluorescence, 340/450 nm, 4-MU equivalents; active compounds read high | max dye-equivalent concentration, M; in the data active = max dye-equivalent concentration above about 10 nM; inconclusive = mostly about 1.1 nM to 9.6 nM
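Compounds in 100 mM Tris, pH 8.0, sat 15 min at room temperature before fluorescence was read at 340 nm excitation/450 nm emission; a per-plate six-point 4-MU standard curve converted signals to dye-equivalent concentration at each compound concentration.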
* hit, by the source's call; i = inactive; ? = inconclusive; · = not tested or not shown; [ ] = another dose, or the depositor's remark. Unless noted, calls come from the whole dose curve; as a rule, active = well fitted curve in the direction sought with a large enough effect; inconclusive = small, poorly fitted or top-dose-only effect, or another doubt; inactive = no such curve, though single readings can be large; an effect the other way counts as inactive or inconclusive.

SMILES	USP2a inhib	BRCT PPI green	HEK293 cAMP ctrl	A350 fluor	Caspase-1 inhib	Caspase-7 inhib	BRCT inh red	Fluorescein autfl	Epigenetic mod	UbGFP stabilizer	4MU fluor
c1ccc(-n2nnc3c(N4CCOCC4)ncnc32)cc1	-2.9%	-1.4%	4.0%	i	0.2%	0.1%	0.3%	i	0.0%	-0.9%	i
Cn1c(=O)c2c(nc(CN3CCN(c4ccccc4)CC3)n2Cc2ccccc2Cl)n(C)c1=O	16.7%	-2.2%	16.7%	i	-3.5%	-0.1%	-0.1%	?	10.9%	4.3%	i
COC(=O)CSc1nnc(-c2cccnc2)n1-c1cc(OC)cc(OC)c1	4.8%	0.2%	23.3%	i	1.8%	-1.1%	0.9%	i	0.0%	0.1%	i
CCCOc1ccc(C(=O)NCCC(=O)NCCCC(=O)OCC)cc1	1.0%	-2.6%	13.6%	·	-0.7%	-0.9%	-0.2%	·	-0.3%	-4.2%	·
Cc1cc(C)c2nc(N3CCC(C(=O)N4CCCC4)CC3)sc2c1	27.3%	-7.2%	9.6%	i	-0.9%	-1.6%	-1.4%	?	-1.1%	-7.1%	i
NC(=O)c1sc2nc3c(c(-c4cccs4)c2c1N)CCCC3	-13.8%	-0.5%	2.1%	1.21e-08M*	-8.8%	2.8%	1.1%	?	-2.5%	2.0%	?
CCOCCCNS(=O)(=O)c1cc(Br)cc2c1N(C(=O)C1CC1)CC2	8.3%	2.1%	17.9%	i	-0.7%	1.1%	0.1%	i	0.0%	-4.2%	i
Cc1ccc2c(c1)N(CCC(=O)NCC1COc3ccccc3O1)C(=O)CO2 (stereo not drawn)	15.3%	0.1%	?	i	-0.9%	-0.5%	-0.4%	i	0.0%	1.2%	i
O=C(O)c1cc(=O)[nH]c(=O)[nH]1	·	-1.0%	12.4%	·	-4.5%	1.7%	0.1%	·	·	·	·
c1cncc(-c2nn3c(Cn4nnc5ccccc54)nnc3s2)c1	7.4%	-1.7%	19.3%	i	-0.8%	2.2%	-1.5%	?	-2.2%	-2.6%	i
CCn1c(CNC(=O)c2ccc(OC)c(OC)c2)nnc1SCC(=O)Nc1ccccc1	2.8%	-2.0%	-7.8%	?	0.2%	1.6%	-0.7%	?	0.3%	6.2%	i
COc1cc(NC(=O)CCN2CCN(Cc3ccccc3)CC2)cc(OC)c1	18.5%	-1.5%	4.8%	·	-1.3%	0.8%	0.0%	·	-1.8%	-5.8%	·
Cc1ccc(/C(O)=C2/C(=O)C(=O)N(CCN3CCOCC3)C2c2cccnc2)cc1 (stereo not drawn)	-6.0%	-0.2%	-4.7%	·	-1.0%	-0.2%	-1.2%	·	1.9%	25.0%	·
COc1ccc2cc(C(c3nnnn3CCc3ccccc3)N3CCCC(C)C3)c(=O)[nH]c2c1 (stereo not drawn)	49.5%[activator]	2.5%	3.7%	?	-7.1%	-11.3%	1.7%	?	0.0%	0.9%	?
COc1ccc(S(=O)(=O)N(C)CC(=O)N2CCOCC2)cc1	0.2%	-1.4%	5.6%	i	-1.3%	-0.6%	0.6%	i	-2.1%	1.2%	i
Cc1noc(NS(=O)(=O)c2ccc(N/C=C/C(=O)c3ccc4c(c3)OCO4)cc2)c1C	-5.7%	-0.5%	2.5%	2.72e-08M*	?	-26.2%	-0.6%	i	-2.1%	10.8%	2.54e-08M*
CSc1ccc(S(=O)(=O)Nc2cccc(F)c2)cc1	4.5%	-1.2%	-12.4%	i	-2.4%	0.3%	-1.5%	i	-0.1%	-0.2%	i
Cc1ccc(-c2nn3c(C)nnc3s2)cc1NC(=O)c1cccnc1	1.4%	-1.9%	8.1%	i	-2.8%	-0.9%	0.5%	i	-1.7%	0.0%	i
Cc1cc(C)n(-c2nc3ccccc3c(=O)n2OCC(=O)N(C)C)n1	1.8%	-2.1%	4.0%	?	2.9%	0.3%	0.1%	i	0.4%	-4.3%	?
CCOC(=O)c1sc2ccc(S(=O)(=O)N3CCOCC3)cc2c1N	2.9%	-1.8%	6.5%	3.88e-08M*	0.3%	-3.1%	0.1%	i	5.1%	-15.7%	3.86e-08M*
CSc1nnc(-c2ccccc2)n1N	·	-1.4%	-17.2%	·	-4.6%	0.8%	1.8%	·	·	·	·
COc1cc(OC)c(C2=NOC(C(=O)Nc3cc(C)nn3-c3ccccc3)C2)cc1Cl (stereo not drawn)	29.7%	-1.1%	3.1%	i	-2.3%	0.2%	-0.2%	i	2.6%	1.7%	i
CCOC(=O)C1CCN(CC(=O)Nc2c(C(=O)OC)[nH]c3cccc(C)c23)CC1	14.6%	-2.1%	-1.0%	?	-1.2%	-0.2%	0.1%	i	0.0%	0.1%	i
COc1cc(C2N(c3ccccc3)CCN2c2ccccc2)cc(OC)c1OC	-3.5%	-1.5%	28.8%	·	-2.5%	1.3%	-0.4%	·	2.2%	0.0%	·
CCCS(=O)(=O)N1CCC(C(=O)NCCCN(C)Cc2ccccc2)CC1	8.1%	-2.5%	2.0%	i	-0.2%	0.0%	1.0%	i	5.7%	-4.0%	i
CCOC(=O)C1C(=O)OC(C)(C)C1C(C)C(=O)c1ccc(OC)cc1 (stereo not drawn)	6.3%	0.1%	5.7%	i	-2.9%	-0.6%	1.0%	i	0.0%	6.4%	i
CCc1nnc(NC(=O)CSc2nnc(Cc3ccccc3)n2-c2ccc(OC)cc2)s1	7.2%	0.1%	14.9%	i	-1.6%	-1.3%	0.1%	i	-1.3%	0.2%	i
O=C(Cc1c(C(=O)O)[nH]c2ccc(Cl)cc12)Nc1ccc2c(c1)OCCO2	7.5%	1.4%	18.4%	i	-0.3%	-2.6%	-1.0%	i	11.3%	-6.6%	i
Cc1ccc(C2(C)NC(=O)N(Cc3c(C)noc3C)C2=O)cc1 (stereo not drawn)	6.8%	-4.5%	8.4%	i	1.2%	-0.2%	2.0%	?	-1.0%	2.6%	i
CN1C(=O)c2oc3ccccc3c(=O)c2C1c1ccncc1 (stereo not drawn)	4.0%	-0.9%	25.3%	i	-1.3%	-0.4%	0.7%	i	0.3%	-4.1%	i
COc1cccc(C(C(=O)NC(C)(C)C)N(C(=O)CCC(=O)Nc2cc(C)on2)C(C)C)c1OC (stereo not drawn)	7.4%	0.5%	11.4%	i	1.9%	-5.8%	0.6%	i	2.3%	0.1%	i
CC(=O)Nc1ccc2c(c1)C(=O)N(C1CCCCC1)C2=O	27.2%	1.3%	-4.2%	1.84e-07M*	-4.9%	-0.9%	-1.4%	i	1.6%	-5.7%	2.18e-07M*
O=NN(Cc1ccc(Cl)cc1)[C@@H](C(=O)O)c1ccccc1	·	-2.2%[15.4 µM]	-0.7%[11.4 µM]	i	-0.5%[11.5 µM]	0.1%[11.5 µM]	-0.6%[15.4 µM]	i	0.0%[9.22 µM]	2.6%[9.17 µM]	i
O=C(c1noc2c1CCc1ccccc1-2)N1CCCc2ccccc21	-26.9%	-1.0%	25.1µM*	i	-2.0%	-3.4%	0.7%	?	0.0%	-5.4%	i
O=C(Nc1ccc(-c2nc3ccccc3o2)c(O)c1)c1cc(-n2cnnc2)ccc1Cl	31.6%[activator]	36.8%[activator]	29.9%	1.37e-07M*	-1.7%	-1.6%	8.6%	?	13.8%	-2.5%	1.29e-07M*
O=C(O)C1C2CCC(O2)C1C(=O)Nc1cccc(F)c1 (stereo not drawn)	-1.9%	0.2%	-3.4%	i	-0.1%	1.2%	-0.4%	i	-0.4%	25.9%	i
Cc1cc(C2C(=O)CC(=O)CC2c2ccccc2)on1 (stereo not drawn)	10.2%	0.6%	?	i	-1.2%	-1.6%	-0.9%	i	1.0%	-0.9%	i
Cc1ccc(NC(=O)c2cccc(N3C(=O)CCC3=O)c2)nc1	1.9%	-2.3%	2.6%	i	0.8%	1.9%	0.6%	i	1.6%	6.2%	i
COc1ccc(-n2ccnc2SCC(=O)NCc2ccc3c(c2)OCO3)cc1	5.9%	-1.3%	21.1%	i	-1.0%	3.0%	0.7%	i	3.6%	7.4%	i
Nc1cc(C(=O)OCC(=O)NCC2CCCO2)ccc1Cl (stereo not drawn)	-1.0%	0.2%	9.1%	?	0.7%	-0.2%	1.4%	i	-1.0%	1.9%	?
COc1ccc(OCCSc2nnc(-c3ccccc3)n2N)cc1	-5.9%	-3.0%	14.3%	i	0.1%	0.1%	0.6%	?	-2.2%	1.0%	i
COc1ccc(CNc2ncncc2-c2ccoc2)c(OC)c1	241.5%[activator]	1.2%	10µM*	i	-0.8%	-6.6%	1.7%	?	0.0%[9.22 µM]	-3.3%	i
O=C(Nc1ccc(Cl)cc1)c1ccncc1	-1.2%	-1.4%	-1.5%	·	-0.5%	-2.2%	-3.9%	·	-1.6%	-1.3%	·
CCOC(=O)N1CCN(S(=O)(=O)c2ccc(C(=O)Nc3nc4ccc(F)cc4s3)cc2)CC1	31.8%[activator]	0.6%	16.7%	1.29e-07M*	0.4%	-2.9%	0.9%	i	-0.7%	-5.5%	9.59e-08M*

Screening results deposited in PubChem by National Center for Advancing Translational Sciences (NCATS).

Some of the compounds tested; the hit share may differ from the screen's.
